Source: PubChem BioAssay (The Scripps Research Institute Molecular Screening Center)
FBW7 activator = activators of human E3 ligase FBW7. Q969H0. AlphaScreen FBW7–phospho-cyclin E peptide binding, activator screen. normalized activity (activation), % at 26.1 µM. hit rate 0.13% among 650,000. AID 1259310; in the data active = normalized activity above about 1.9%;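 note: purified mutant Fbw7 with reduced substrate affinity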
GPR151 activ = activates the human receptor GPR151; Q8TDV0; hit rate 1% among 650,000; activation, % at 11.2 µM; PathHunter beta-arrestin GPR151 cells, luminescence; AID 1508602; in the data active = activation above about 4.9%;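 note: 0% = median of compound wells and 100% = cells with positive control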
Target sequence (Q8TDV0 whole entry, looked up): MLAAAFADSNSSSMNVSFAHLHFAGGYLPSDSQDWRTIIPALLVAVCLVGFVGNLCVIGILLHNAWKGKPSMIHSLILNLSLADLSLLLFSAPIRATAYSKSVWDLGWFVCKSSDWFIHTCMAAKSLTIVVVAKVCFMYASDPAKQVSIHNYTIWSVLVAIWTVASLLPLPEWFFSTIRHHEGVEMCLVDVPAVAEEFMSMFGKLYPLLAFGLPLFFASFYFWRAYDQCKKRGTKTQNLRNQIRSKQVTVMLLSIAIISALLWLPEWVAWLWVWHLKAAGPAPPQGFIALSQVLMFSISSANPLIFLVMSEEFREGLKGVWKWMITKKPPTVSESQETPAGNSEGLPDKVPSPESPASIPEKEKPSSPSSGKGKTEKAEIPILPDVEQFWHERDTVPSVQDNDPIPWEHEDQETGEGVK
MITF primary = human MITF inhibition, primary screen | O75030 | AlphaScreen MITF homodimerization, bead proximity signal | inhibition, % at 2.6 µM | hit rate 0.91% among 650,000; in the data active = inhibition above about 50%;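 note: 0% = vehicle wells with protein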
Target sequence (O75030 whole entry, looked up): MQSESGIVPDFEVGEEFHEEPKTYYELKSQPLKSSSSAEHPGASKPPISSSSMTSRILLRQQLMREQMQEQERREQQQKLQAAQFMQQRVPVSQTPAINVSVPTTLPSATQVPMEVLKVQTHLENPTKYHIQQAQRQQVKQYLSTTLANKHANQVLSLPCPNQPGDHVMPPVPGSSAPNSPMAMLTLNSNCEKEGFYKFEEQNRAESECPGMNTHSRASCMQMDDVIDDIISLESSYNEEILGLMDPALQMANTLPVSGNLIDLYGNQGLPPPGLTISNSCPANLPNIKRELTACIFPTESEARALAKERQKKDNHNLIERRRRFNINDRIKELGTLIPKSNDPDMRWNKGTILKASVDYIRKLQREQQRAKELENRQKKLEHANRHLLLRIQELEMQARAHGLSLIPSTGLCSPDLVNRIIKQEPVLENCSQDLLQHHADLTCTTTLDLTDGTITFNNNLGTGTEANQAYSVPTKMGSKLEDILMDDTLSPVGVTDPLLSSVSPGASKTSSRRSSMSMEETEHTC
TEAD-YAP block = TEAD-YAP interaction inhibition | HEK-TIYL cells, TEAD-Gal4/YAP UAS-luciferase luminescence | inhibition, % at 9.12 µM | hit rate 1.4% among 640,000 | AID 1259422; in the data active = inhibition above about 32%;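 note: 0% = median of test compound wells and 100% = reference inhibitor wells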
* marks the source's active call; other numbers are inactive results; / = not tested or not shown.

SMILES	FBW7 activator	GPR151 activ	MITF primary	TEAD-YAP block
Cc1ccc(SCC(=O)O/N=C(\N)c2cccnc2)cc1	0.1	2.0	-26	-13
O=C(NCCNC(=O)c1ccc([N+](=O)[O-])cc1)c1ccccc1	0.1	-0.8	20	4
Cc1cnc2n(c1=O)C(CC(=O)N1CCC(Cc3ccccc3)CC1)CS2 (centres undefined)	-0.1	0.1	-7	5
CC(C)(C)NC(=S)NNC(=O)c1ccccc1Cl	0.2	2.7	-11	3
CCN(Cc1ccccc1)C(=O)c1cn(C)c(=O)c2ccccc12	0.0	1.4	3	8
c1ccc(-c2nc3ccncc3[nH]2)cc1	0.0	-5.1	0	-19
CCCCNS(=O)(=O)c1ccc(NC(=O)c2cc(OC)c(OC)cc2[N+](=O)[O-])cc1	0.2	2.3	8	2
Cc1cc(N2CCCCC2)nc2ccc(NC(=O)Cn3nc([N+](=O)[O-])c(Cl)c3C)cc12	0.2	1.0	15	6
Cc1ccc2oc(=O)c3cc(C(=O)N(C)CCC#N)sc3c2c1	-0.1	2.4	-1	-8
COc1cc(=O)n2c(c1C(=O)N1CCCC1)CCN(Cc1cccc(C)c1)CC2	0.4	0.4	2	1
CCOC(=O)c1cc2c(=O)n3ccccc3nc2n(C)c1=NC(=O)c1ccc(C(C)(C)C)cc1	0.0	0.9	8	11
COC(C(=O)Nc1ccnn1C1CCN(Cc2ccncc2)CC1)c1ccccc1 (centres undefined)	0.1	-0.5	8	2
CCOc1ccc(NC(=O)C2(S(=O)(=O)c3ccc(C)cc3)CC2)cc1	0.0	1.2	0	-2
O=C1CCCN1CCn1cnc2c(NCCc3ccc(O)cc3)nc(-c3ccc4[nH]ccc4c3)nc21	0.0	3.1	16	-2
Cc1ccc(/C(O)=C2/C(=O)C(=O)N(Cc3cccnc3)C2c2ccccc2F)cc1 (centres undefined)	-0.2	0.6	8	9
Nn1c(Cn2cnc3ccccc32)n[nH]c1=S	-0.1	0.3	-10	3
COc1ccc(C2=NN(c3cccc(C(F)(F)F)c3)C(c3ccc(Cl)cc3)C2)cc1 (centres undefined)	0.7	-2.7	8	10
Cc1cc(C)cc(NC(=O)C2CC23CCN(C2CCOCC2)CC3)c1 (centres undefined)	0.0	2.0	1	-6
C=CCN1C(=O)NC(=O)/C(=C/C=C/c2ccco2)C1=O	0.0	1.6	26	9
O=C(OCc1ccccc1)c1cc2cc(Br)cc(Br)c2oc1=O	-0.1	0.9	2	5
CC(CC(C)C(=O)N1CCOCCOCCOCCOCC1)C(=O)O (centres undefined)	-0.2	-0.2	4	-3
N#CCn1c(=O)n(Cc2ccc(F)cc2)c(=O)c2cccnc21	0.0	0.3	4	-21
CC(C)CN(C(=O)COC(=O)c1ccc([N+](=O)[O-])o1)C1CCS(=O)(=O)C1 (centres undefined)	0.0	-1.3	12	15
C=CCN(CC=C)S(=O)(=O)Cc1ccc(Cl)cc1	0.5	-2.0	6	-12
CCc1nc2sccn2c(=O)c1C(=O)N1CCC(O)C1 (centres undefined)	-0.3	0.4	8	-9
COc1cccc(-n2c(SCC(=O)Nc3nccs3)nnc2-c2ccncc2)c1	0.0	0.6	-5	15
N#Cc1ccc(NC(=O)COC(=O)c2ccc[nH]c2=O)cc1	0.0	-0.4	6	-3
COc1cccc(-c2nc(C=Nc3cccc(Cl)c3C)c(O)o2)c1	0.0	1.4	5	1
CCOC(=O)c1nc(Nc2ccccc2OCC)c2c3c(sc2n1)CCCC3	0.1	-0.7	9	0
COc1cccc(OCCNC(C)(C)C)c1	0.0	1.0	46	5
C/C(=N\NC(=O)CNC(=O)c1cccc(F)c1)c1ccc(C)cc1C	0.0	0.2	7	0
CNC(=O)c1ccccc1Nc1cc(NC(=O)C2(c3ccccc3)CC2)ncc1C(F)(F)F	0.2	-0.1	14	-2
O=S(=O)(c1ccc(Cl)cc1)N1CCN(c2cnccn2)CC1	0.1	-1.6	7	1
COc1ccccc1C(C(=O)NC(C)(C)C)N(Cc1ccccc1)C(=O)c1csnn1 (centres undefined)	0.1	1.1	-13	2
O=C(CN1C(=O)C2CCCN2c2ncc(Cl)cc21)NCCCSC1CCCCC1 (centres undefined)	0.0	1.8	-11	0
CC(C)(C)NC(=O)CCn1nc(-c2ccc(Cl)cc2)ccc1=O	-0.1	3.3	6	1
Cc1nc(SCC(=O)Nc2cc(C)on2)c2c(C)c(C)sc2n1	0.0	1.4	4	-2
COc1cc(C)c(Cl)c(C)c1S(=O)(=O)N1CCCC(C)C1 (centres undefined)	-0.1	3.0	1	-4
CC(C)(C)C(=O)Nc1ccc(S(=O)(=O)NC2=NCCCCC2)cc1	0.0	-0.6	6	5
CCOC(=O)c1sc(N2C(=O)C(=O)/C(=C(/O)c3ccccc3)C2c2ccc(OC)cc2)nc1C (centres undefined)	-0.1	0.6	10	-4
C=CCNC(=O)CCCCCn1c(=S)[nH]c2ccsc2c1=O	0.8	-0.9	6	-2
O=C(Nc1nc(-c2ccccn2)cs1)C12CC3CC(CC(O)(C3)C1)C2	-0.5	-2.5	55*	-4
Cc1cc(C(=O)NCC2CCCN(Cc3cccn3-c3nccs3)C2)no1 (centres undefined)	-0.1	-0.2	-6	-2
COc1ccc(Cl)cc1S(=O)(=O)n1c([N+](=O)[O-])cnc1C	0.1	1.0	3	3
O=c1c2cnn(-c3ccccc3)c2nnn1Cc1cccnc1	1.9*	0.1	14	1
CCS(=O)(=O)N1CCCc2ccc(NS(=O)(=O)C3CCCCC3)cc21	-0.1	0.7	1	0
Cc1sc2ncn3c(SCC(=O)Nc4cccc(F)c4)nnc3c2c1C	0.0	2.3	9	-8
O=C(CN(Cc1ccc(Br)cc1)S(=O)(=O)c1ccccc1)N1CCN(c2ccccc2F)CC1	0.0	-2.0	10	5
CC1=C(C(=O)c2ccccc2)C(c2ccc3c(c2)OCO3)NC(=O)N1 (centres undefined)	-0.1	-1.1	20	8
CCOc1ccc(-c2cc(=O)c3ccc(NC(=O)c4cccc(OC)c4)cc3o2)cc1	0.1	-1.1	25	-1
CCCCC(=O)Nc1sc2c(c1C(=O)OCC)CCCC2=O	0.0	1.8	12	3
COc1cccc(CNC(=O)c2cnn(-c3ccccc3)c2-n2cccc2)c1OC	0.2	1.7	39	12
COc1ccc(C2=NN(C(=O)CSc3nnc(CNC(=O)c4ccco4)n3C)C(c3cccc(OC)c3OC)C2)cc1 (centres undefined)	-0.1	0.8	-6	3
Cc1ccccc1OCCOCCOc1cccc(/C=C2\SC(N)=NC2=O)c1	0.0	-1.3	3	2
CCn1c(=S)sc2c(=O)n(-c3ccccc3)c(SCC(=O)c3ccccc3)nc21	0.0	-0.3	-5	-3
COCCNC(=O)c1cn(C[C@@H]2CCCN(C(=O)c3cnn4ccncc34)C2)nn1	0.0	0.2	10	7
O=C(Nc1ccc2c(c1)OCO2)c1cc2nc(-c3ccc(Cl)c(Cl)c3)cc(C(F)(F)F)n2n1	0.0	-1.8	1	1
COC(=O)c1c(C)[nH]c(C(=O)CSCCC(=O)O)c1C	0.1	3.3	-12	-3
COc1cc(OC)c(S(=O)(=O)N2CCCC2)cc1NC(C)=O	0.3	-0.5	7	-1
CNC(=O)CN(C1CCCCC1)S(=O)(=O)c1ccc(Br)cc1	0.6	-0.4	18	1
Following part.
SMILES	FBW7 activator	GPR151 activ	MITF primary	TEAD-YAP block
COc1cc2c(cc1OC)CN(Cc1cc(OC)c(O)c([N+](=O)[O-])c1)CC2	-0.1	0.6	42	10
O=C(NC(Cc1ccc2c(c1)OCO2)C(=O)NC(Cc1c[nH]c2ccccc12)C(=O)O)c1ccccc1 (centres undefined)	0.0	2.1	8	13
CCN1C(=O)S/C(=C\c2ccc(F)cc2)C1=O	0.1	-1.0	-2	-14
N#Cc1cccc(NC(=O)COC(=O)CNS(=O)(=O)c2cccc(F)c2)c1	0.0	1.5	13	-1
Cc1nn(S(=O)(=O)c2ccccc2)c(C)c1C	0.2	1.6	12	-8
COc1ccc(-c2noc(CC(=O)Nc3cccc(Cl)c3)n2)cc1	0.0	-1.3	-4	9
Cc1ccc(N(C(C)C(=O)N2CCN(c3ccc(F)cc3)CC2)S(C)(=O)=O)cc1 (centres undefined)	0.1	-1.6	14	8
CCN(CC)C(=O)C(=O)c1c(C)n(C)c2ccccc12	0.0	2.9	-1	0
O=C(O)CSc1cccc2cccc(C(=O)O)c12	0.0	3.2	5	-2
COC(=O)C1SCC2C(=O)N(c3cccc(Cl)c3)C(=O)N21 (centres undefined)	0.2	0.6	20	8
O=C(NCCc1ccccc1)c1cc(-c2ccc(F)cc2)on1	0.0	3.3	0	-10
Fc1cccc(NC(=S)NCC2CCCO2)c1 (centres undefined)	0.1	2.2	12	2
CCOC(=O)CN1C(=O)N[C@@H](c2cccc(C(F)(F)F)c2)C(C(C)=O)=C1C	-0.3	10.0*	4	/
O=C(NC(n1cc(F)c(=O)[nH]c1=O)C(Cl)(Cl)Cl)c1ccco1 (centres undefined)	0.3	0.4	9	17
Cn1c(=O)oc2cc(C(=O)CSc3nnnn3-c3ccccc3)ccc21	0.1	0.9	3	3
COc1cccc(OC2OC(COC(C)=O)C(OC(C)=O)C(OC(C)=O)C2NC(C)=O)c1 (centres undefined)	-0.2	0.7	0	-12
O=C(CN1C(=O)N/C(=C\c2ccc(N3CCCC3)c(F)c2)C1=O)Nc1ccccc1F	0.0	-1.1	-7	-4
CC(=O)c1ccc2[nH]cc(C(C)=O)c2c1	0.0	0.7	-12	1
COc1ccc(-c2nn(C3CC(=O)C4OCC3O4)c(=S)n2-c2ccccc2)cc1OC (centres undefined)	-0.1	0.7	-1	2
Cc1ccc(C)c(Oc2coc3cc(OCc4ccc(Br)cc4)ccc3c2=O)c1	0.6	-2.0	10	-2
CC1CN(C(=S)Nc2ccc(S(=O)(=O)Nc3ncccn3)cc2)CC(C)O1 (centres undefined)	-0.2	3.8	-11	0
Cn1c(=O)n(C)c2cc(/C=C\c3nc(O)c([N+](=O)[O-])c(=O)[nH]3)ccc21	0.2	-0.5	-1	2
CC(C)(O)C(=O)/C=C/c1ccc2c(c1)OCO2	-0.1	-0.5	1	13
CN(C)c1ccc(C2CC(c3c(-c4ccccc4)c4cc(Cl)ccc4[nH]c3=O)=NN2C(=O)CCCC(=O)O)cc1 (centres undefined)	-0.1	1.1	4	-4

12 entries from above, arranged by SMILES length, low to high.
SMILES	FBW7 activator	GPR151 activ	MITF primary	TEAD-YAP block
Fc1cccc(NC(=S)NCC2CCCO2)c1 (centres undefined)	0.1	2.2	12	2
CC(=O)c1ccc2[nH]cc(C(C)=O)c2c1	0.0	0.7	-12	1
O=C(NCCc1ccccc1)c1cc(-c2ccc(F)cc2)on1	0.0	3.3	0	-10
COC(=O)C1SCC2C(=O)N(c3cccc(Cl)c3)C(=O)N21 (centres undefined)	0.2	0.6	20	8
Cn1c(=O)oc2cc(C(=O)CSc3nnnn3-c3ccccc3)ccc21	0.1	0.9	3	3
Cc1ccc(C)c(Oc2coc3cc(OCc4ccc(Br)cc4)ccc3c2=O)c1	0.6	-2.0	10	-2
CC1CN(C(=S)Nc2ccc(S(=O)(=O)Nc3ncccn3)cc2)CC(C)O1 (centres undefined)	-0.2	3.8	-11	0
COc1ccc(-c2nn(C3CC(=O)C4OCC3O4)c(=S)n2-c2ccccc2)cc1OC (centres undefined)	-0.1	0.7	-1	2
O=C(CN1C(=O)N/C(=C\c2ccc(N3CCCC3)c(F)c2)C1=O)Nc1ccccc1F	0.0	-1.1	-7	-4
CCOC(=O)CN1C(=O)N[C@@H](c2cccc(C(F)(F)F)c2)C(C(C)=O)=C1C	-0.3	10.0*	4	/
Cn1c(=O)n(C)c2cc(/C=C\c3nc(O)c([N+](=O)[O-])c(=O)[nH]3)ccc21	0.2	-0.5	-1	2
CN(C)c1ccc(C2CC(c3c(-c4ccccc4)c4cc(Cl)ccc4[nH]c3=O)=NN2C(=O)CCCC(=O)O)cc1 (centres undefined)	-0.1	1.1	4	-4

The list goes on.
SMILES	FBW7 activator	GPR151 activ	MITF primary	TEAD-YAP block
Cc1cnc(C(=O)NC2(c3ccc4c(c3)OCO4)CCCC2)cn1	0.2	-0.9	16	1
N/C(=N\OC(=O)CCCN1C(=O)CCC1=O)c1ccc(Br)cc1	-0.2	1.0	-2	-32
CCOC(=O)C1=C(C)OC(N)=C(C#N)C1c1ccc2c(c1)OCO2 (centres undefined)	0.0	0.2	4	1
CCN(c1cccc(C)c1)S(=O)(=O)c1cc(Br)cnc1N	0.2	-2.0	7	4
COc1ccc(Nc2nc(Nc3ccc(OCCN4CCCCC4)cc3)c3cc(OC)c(OC)cc3n2)cc1	0.1	4.1	-4	-7
CC(C)CCN1CCNC(=O)C1CC(=O)N1CCCO1 (centres undefined)	0.0	-1.2	1	-4
c1cc(-c2ccc3cnc(Nc4ccc(-n5cnc(N6CCOCC6)n5)cc4)nc3c2)co1	0.0	2.2	37	-1
Cn1c(NC(=O)/C=C\c2ccc3c(c2)OCO3)cc(=O)n(C)c1=O	-0.1	-1.3	7	-42
COCCCNC(=O)c1ccc2c(=O)n(C3CCCC3)c(=S)[nH]c2c1	0.0	0.0	5	9
FC(c1nc2ccc(Cl)cc2[nH]1)C(F)(F)F (centres undefined)	-0.3	-0.4	-2	-12
CC(C)N1C(C)CC(O)N1C(=O)c1ccccc1 (centres undefined)	0.2	-1.1	19	7
OCCC1CN(Cc2cccn2-c2ncccn2)CCN1CCCc1ccccc1 (centres undefined)	0.0	-1.8	5	-1
C=CCn1c(-c2ccc(OC)cc2)c(C)sc1=Nc1ccc(C)cc1	0.1	-0.1	21	-12

Record cards (already shown). Screens in order: FBW7 activator, GPR151 activ, MITF primary, TEAD-YAP block
Cn1c(=O)oc2cc(C(=O)CSc3nnnn3-c3ccccc3)ccc21 as listed: 0.1, 0.9, 3, 3
CC(C)(C)C(=O)Nc1ccc(S(=O)(=O)NC2=NCCCCC2)cc1 as listed: 0.0, -0.6, 6, 5
